Screening results: PubChem BioAssay, National Center for Advancing Translational Sciences (NCATS)
Tb PFK block = inhibitors of T. brucei phosphofructokinase; O15648; T. brucei PFK, ADP-Glo luminescence; Potency, µM (titrated, usually from 57.5 µM), for inactives: at the top dose activity, negative = inhibition, hits mostly inhibitors; 330,000 tested, 0.17% active;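 further: potency means the concentration at half of the fitted maximal effect; 0% = uninhibited 1x PFK enzyme wells and -100% = no-enzyme wells; nearly all actives have a fitted effect of over 60% in size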
Target sequence (O15648 whole entry, looked up): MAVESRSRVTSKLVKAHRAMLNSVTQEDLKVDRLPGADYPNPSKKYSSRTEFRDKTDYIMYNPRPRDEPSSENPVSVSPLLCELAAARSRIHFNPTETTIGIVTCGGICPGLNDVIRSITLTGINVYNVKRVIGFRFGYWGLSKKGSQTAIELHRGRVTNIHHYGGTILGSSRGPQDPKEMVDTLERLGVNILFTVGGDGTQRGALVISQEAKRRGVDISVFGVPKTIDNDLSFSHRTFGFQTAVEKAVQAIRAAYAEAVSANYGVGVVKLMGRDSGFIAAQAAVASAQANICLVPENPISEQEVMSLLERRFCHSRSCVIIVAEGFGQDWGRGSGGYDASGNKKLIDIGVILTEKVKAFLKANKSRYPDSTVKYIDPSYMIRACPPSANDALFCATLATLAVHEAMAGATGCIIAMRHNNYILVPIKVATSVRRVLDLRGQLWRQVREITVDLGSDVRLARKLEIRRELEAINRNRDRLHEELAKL
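Compounds were pin-transferred as a titration series up to 57 uM into substrate buffer (0.5 mM F6P, 0.1 mM ATP, pH 8.0), then 1.25 nM PFK was added and reactions ran 45 min before ADP-Glo detection.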
TSHR antag = blocks TSH signaling through the human TSH receptor | P16473 | TSHR-expressing cells, TSH-stimulated cAMP HTRF, 2 h; hits give low values | activity change, negative = inhibition, % at 11.5 µM | 330,000 tested, 0.2% active;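 active means activity change below a set negative limit, meaning inhibition stronger than a set level, cut at about -70% in these data; inconclusive means activity change between two set negative limits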; further: on the % scale 0 is the no-effect control and ±100 the full control effect
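Cell-based HTRF cAMP assay; TSHR cells + compound, TSH EC80 (4nM final), 2 h, 37 deg C. Lysis with anti-cAMP cryptate and cAMP-d2, 30 min RT, read 665/620 nm.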
Giardia kill = Giardia lamblia killing; AID 540267; activity change, % at 7.66 µM, hits read low; Giardia lamblia trophozoite viability; 340,000 tested, 0.15% active; in the data active means activity change below about -80%; inconclusive means between about -30% and that limit;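 further: parasites exposed to compound for two days anaerobically before the ATP read; on the % scale 0 is the no-effect control and ±100 the full control effect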
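Each well holds 100 Giardia trophozoites and compound. After two days (48 hrs) at 37 deg C in anaerobic conditions, ATP is quantified by luminescence.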
GALK inh = inhibitors of human galactokinase | P51570 | Purified GALK, Kinase-Glo residual ATP luminescence | Potency, µM (highest dose often 57.5 µM), for the others: top-dose activity change, negative = inhibition, actives largely listed as inhibitors | 270,000 tested, 0.007% active; further: potency means the concentration at half of the fitted maximal effect; on the % scale 0 is the no-effect control and ±100 the full control effect
Target sequence (P51570 whole entry, looked up): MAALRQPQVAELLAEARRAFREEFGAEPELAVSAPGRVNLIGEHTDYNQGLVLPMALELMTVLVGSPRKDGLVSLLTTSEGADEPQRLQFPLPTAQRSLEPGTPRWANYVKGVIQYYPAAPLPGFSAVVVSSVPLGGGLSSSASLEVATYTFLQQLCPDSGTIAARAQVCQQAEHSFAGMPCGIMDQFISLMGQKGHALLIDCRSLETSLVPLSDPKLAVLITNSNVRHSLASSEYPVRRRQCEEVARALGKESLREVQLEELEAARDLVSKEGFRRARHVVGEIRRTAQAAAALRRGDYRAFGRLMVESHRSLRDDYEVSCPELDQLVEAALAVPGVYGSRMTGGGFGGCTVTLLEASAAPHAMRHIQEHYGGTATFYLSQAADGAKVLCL
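GALK at 5 nM final was combined with compound, 35 uM ATP and 100 uM galactose in HEPES pH8.0 with MgCl2 and DTT. The reaction ran one hour at room temperature before luminescent ATP detection.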
BCR signal inh = chronic active BCR signaling inhibition | ABC-DLBCL IkBa-CBG/CBR reporter, luminescence ratio, 4 h | Potency, µM (titrated, usually from 46.1 µM), for the others: top-dose ratio change, negative = lower green/red ratio, most hits filed as inhibitors | 340,000 tested, 0.05% active | AID 493014; active means well fitted inhibition curve with a large enough effect in the signal ratio, with a control signal flat, not every such curve was filed as active; inconclusive means small, poorly fitted or top-dose-only effect, or effect the other way, or a change in a side signal; the % refers to the signal ratio;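 further: potency means the concentration at half of the fitted maximal effect; plate controls were basal doxycycline-induced cells for no effect and cells given 10 µM MG132 for full effect; MG132 reads +100%, hits lower the ratio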
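Concentration-response series (up to 46 uM) were applied to TMD8 dual-reporter cells for 4 h at 37C with doxycycline. Green/red ratio, after filter-overlap correction, defined %Activity; red signal alone was normalised to basal cells and zero luminescence.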
hERG WT inh = blocks the wildtype human KCNH2 potassium channel; Q12809; AID 720551; U2OS, BacMam KCNH2, thallium flux FluxOr; hits give low values; activity change, % at 1.84 µM; 340,000 tested, 0.37% active;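 active means maximum activity change below -70%; inconclusive means maximum activity change between -70% and -50%; inactive means maximum activity change above -50%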; further: on the % scale 0 is the no-effect control and ±100 the full control effect
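U2OS cells transduced with wild-type KCNH2 virus are loaded with FluxOr dye for 45 min, and thallium flux is measured in kinetic reads before and after stimulation buffer. Rate constants are normalized to DMSO controls.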
A-T KAP1 phos = candidate therapy for ataxia-telangiectasia; Potency, µM (series often up to 57.5 µM), for the others: top-dose activation, actives largely listed as activators; 320,000 tested, 0.19% active; […] A-T fibroblasts, KAP-1 phosphorylation AlphaLISA; neocarzinostatin DNA damage 30 min before lysis; further: potency means the concentration at half of the fitted maximal effect; % of control where 0% means no effect; nearly all actives have a fitted effect of over 45% in size
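hTERT-immortalized A-T patient fibroblasts ([…]), 500 cells/well in OPTI-MEM, 1% FBS, got compounds for 60 min, then NCS for 30 min at 37C. Lysates were then assayed for phospho-KAP-1 by AlphaLISA (anti-pKAP1 donor, anti-KAP1 acceptor beads), 6 hr at 25C.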
TCR activator = activators of T cell receptors; primary human leukocytes, anti-CD3, IL-2 HTRF, 48 h; Potency, µM (titrated, usually from 9.22 µM), for inactives: at the top dose activation of IL-2 secretion, hits mostly activators; 330,000 tested, under 10 active; further: % of control where 0% means no effect
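TCR engagement came from a-CD3 beads alone, with compounds added to primary human leukocytes for 48 hr. Secreted IL-2 bridged europium cryptate- and d2-labelled anti-IL-2 antibodies, giving FRET emission at 665nm after 320nm excitation.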
CXXC DNA block = blocks binding of human MLL CXXC domain to DNA; MLL-CXXC / FITC-HOXA9 DNA fluorescence polarization; Potency, µM (top dose mostly 115 µM), for the others: at the highest dose activity change, negative = inhibition, hits mostly inhibitors; 290,000 tested, 0.037% active; active means well fitted inhibition curve with a large enough effect in the polarisation, with a control signal flat, not every such curve was filed as active; inconclusive means small, poorly fitted or top-dose-only effect, or effect the other way, or a change in a side signal; inactive means no such curve, though single readings can be large or run the other way; the % refers to the polarisation; further: potency means the concentration at half of the fitted maximal effect
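Fluorescence polarization: 7 uM MLL-CXXC (stock) preincubated 5 min with compounds, then 50 nM fluorescein-HOX-A9 DNA (stock) added; 30 min ambient. Buffer 50 mM Tris-HCl pH 7.5, 50 mM NaCl, 1 mM DTT, 0.05% BSA.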
Coupling enz = coupling enzyme interference in Giardia aldolase counter-screen. 290,000 tested, 0.67% active. AID 2472. activity change, negative = inhibition, % at 58.2 µM, hits read low. coupling enzyme system counterscreen, AmpLite Red fluorescence; in the data active means activity change below about -30%; further: on the % scale 0 is the no-effect control and ±100 the full control effect
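Counterscreen of the coupled detection system alone, without aldolase: glyceraldehyde-3-phosphate coupling enzymes plus AmpLite Red readout. Compounds at 57.5 uM final, 10 min RT preincubation, 20 min RT reaction, fluorescence 525/598 nm.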
Active calls of the source: *; ? = inconclusive; / = not tested or not shown; [ ] = dose if it differs, or a comment. Unless noted, the call rests on the fitted dose curve; in most records, active means well fitted curve in the direction sought with a large enough effect; inconclusive means small, poorly fitted or top-dose-only effect, or another doubt; inactive means no such curve, though single readings can be large; an effect the other way counts as inactive or inconclusive. Rows were taken by chance (roughly 1.6% active in at least one column).

SMILES	Tb PFK block	TSHR antag	Giardia kill	GALK inh	BCR signal inh	hERG WT inh	A-T KAP1 phos	TCR activator	CXXC DNA block	Coupling enz
N#CCc1c(C#N)c(N)nc(N2CCN(S(=O)(=O)c3ccccc3)CC2)c1C#N	0%	-4	-16	2%	?	14	-4%	-3%[46.1 µM]	-2%	4
Cc1cccc(Nc2nc(-c3cccs3)cs2)n1	7%	9	-11	-4%	?	-1	18%	8%[46.1 µM]	7%	0
Cc1cc(C)c(S(=O)(=O)c2ccc(Cl)cc2)c(=O)[nH]1	-4%	-7	6	-2%	2%	3	5%	3%	14%	-2
Cc1nnc2c(NCCC(C)C)nc3ccccc3n12	2%	8	13	/	0%	5	2%	-2%	4%	-4
Cn1cnnc1Sc1ccc(C(=O)OCC(=O)NC2CC2)cc1[N+](=O)[O-]	3%	19	11	12%	0%	-3	4%	3%	-7%	-2
O=C(NC1CCCC1)C(c1ccc(F)cc1)N(Cc1ccc(F)cc1)C(=O)c1ccn[nH]1 (stereo not drawn)	-3%	-31	8	/	-4%	-14	-12%	-5%	-3%	0
COc1ccc(C(=O)NCc2n[nH]c(=S)n2-c2ccccc2)cc1OC	-5%	2	-5	0%	?	-22	2%	-6%	-2%	1
COc1ccc(-n2c(NCCN(C)C)nc3sc4c(c3c2=O)CCCCC4)cc1	-3%	11	-14	2%	23%	21	4%	/	-6%	-1
Cc1sc2nc(C3CC3)nc(N3CCN(S(=O)(=O)c4ccc(F)cc4)CC3)c2c1C	2%	-20	6	21%	0%	-2	2%	7%	11%	0
COc1ccc(CNc2ncc(-c3ccc(F)cc3)n2C)c2ccccc12	-4%	-5	37[activator]	1%	-20%	1	3%	-5%	?	2
COc1ccc(OC)c2c(C)cc(N3CCCN(C)CC3)nc12	2%	4	-4	-1%	-7%	1	-3%	10%	-12%	-22
CCn1c(SCC(=O)N2CCN(c3ccc(F)cc3)CC2)nnc1-c1ccncc1	2%	-13	7	-2%	-1%	58	-7%	/	-1%	0
CCOC(=O)C1=C(C(F)(F)F)Nc2ncnn2C1c1cc(OC)ccc1OC (stereo not drawn)	0%	19	-17	2%	?	-5	3%	-2%[46.1 µM]	4%	5
O=S(=O)(Nc1nccs1)c1ccc(NCc2cc(Br)cc(Br)c2O)cc1	-9%	18	-3	3%	?	-4	2%	-5%	?	6
N#CC(c1ccc(F)cc1)c1ccc(C(=O)c2ccc(F)cc2)cc1 (stereo not drawn)	5%	2	-4	1%	1%	6	/	11%	6%	6
C=CCSc1nc(C)c(CC(=O)OCCCC)c(=O)[nH]1	0%	-8	8	-3%	-1%	-9	9%	2%	-19%	4
O=C(CNC(=O)C1CCCCC1)Nc1cc(Cl)ccc1Cl	-6%	1	?	1%	-1%	-4	2%	2%[46.1 µM]	1%	3
CCOC(=O)CCNC(=O)N1CCCC(C(=O)c2cccc(Cl)c2)C1 (stereo not drawn)	-2%	10	3	10%	-13%	9	-2%	-7%	2%	1
Cc1ccsc1/C=N/NC(=O)CC(=O)NCC(C)C	6%	4	3	-2%	?	-1	4%	-3%	1%	1
CN(CCc1ccccn1)C(=O)CCC1CCCN(C(=O)c2c(F)ccc(F)c2F)C1 (stereo not drawn)	1%	17	3	-3%	7%	15	-4%	2%	3%	/
COc1ccccc1CNC(=O)CSc1ccc(-c2cccc([N+](=O)[O-])c2)nn1	-4%	-15	-7	2%	?	-6	0%	3%	10%	2
O=C(c1ccc2oc(CCCc3ccccc3)nc2c1)N1CCCC(CCCO)C1 (stereo not drawn)	0%	-19	-12	1%	-1%	-4	7%	-6%	1%	/
O=C(CSc1cccc[n+]1[O-])c1ccc(Cl)s1	-7%	5	-13	8%	?	6	-3%	/	5%	1
O=[N+]([O-])c1ccc2ncnc(N3CCN(Cc4ccc5c(c4)OCO5)CC3)c2c1	0%	-30	13	0%	10%	11	2%	/	-4%	0
C[C@H]1CN([C@@H](C)CO)C(=O)Cc2cc(NC(=O)Cc3ccccc3)ccc2O[C@H]1CN(C)S(=O)(=O)c1cccs1	0%	-15	-9	/	3%	4	2%	4%	/	/
CC(C)(C)c1cc(=O)n(-c2ccccc2)[nH]1	0%	19	-28	/	?	12	?	0%[46.1 µM]	8%	-3
CCC(=O)NC(=S)NNC(=O)c1ccc(OC)cc1	-10%	24	-20	-3%	4%	-5	-6%	-12%	7%	-1
COc1ccccc1OCCCC(=O)Nc1ccc(N2CCOCC2)cc1	-3%	22	10	3%	3%	-11	3%	-4%	-8%	-4
CCO[C@@H]1OC(C(=O)Nc2ccccc2)=C[C@H](c2csc3ccccc23)[C@H]1CCCO	-5%	3	-16	-1%	-8%	-24	24%	4%	-11%	-4
COc1ccc([N+](=O)[O-])cc1C(=O)C(=O)c1ccccc1	-11%	8	1	0%	2%	1	2%	5%	-7%	0
COc1cccc(CN2CC(C(=O)NCCCc3ccncc3)CCC2=O)c1 (stereo not drawn)	0%	-3	-4	-4%	-5%	-7	-1%	-7%	-9%	/
Cc1ccc(NC(=O)C(C)c2ccc(-c3ccccc3)c(F)c2)cc1 (stereo not drawn)	-1%	-46	11	1%	?	-12	-2%	4%	8%	0
CCOc1nc(NC2CCCCC2)nc(NC(C)(C)C)n1	-4%	-6	-7	-2%	?	1	/	-3%[46.1 µM]	-2%	-2
Cc1cccn2c(=O)c3cc(C(=O)NC(C)c4ccccc4)c(=N)n(CCCn4ccnc4)c3nc12 (stereo not drawn)	0%	-4	-9	0%	-4%	11	-4%	-20%	12%	1
CN(C)S(=O)(=O)c1ccc(NC(=O)COC(=O)c2n[nH]c3ccccc23)cc1	1%	-27	4	0%	?	-3	5%	-9%	-2%	-2
O=C(O)Cn1c2c(c3ccccc31)CCCC2	0%	-3	13	-1%	10%	-22	-1%	0%	-4%	1
CCn1c(SCC(=O)N2CCCCC2C)nc2c1c(=O)n(C)c(=O)n2C (stereo not drawn)	2%	/	-7	0%	6%	-17	-4%	10%	15%	6
O=C(N/N=C/c1ccccc1C(=O)O)c1ccccc1Br	0%	4	-5	0%	?	0	-2%	3%	21%	3
COc1ccc(CNC(=O)C(C)N2C(=O)NC3(CCCCCCC3)C2=O)cc1 (stereo not drawn)	7%	7	-7	/	1%	9	-1%	2%	/	/
Cc1ccc(-n2nnnc2SCC(=O)Nc2cccnc2Cl)cc1	-1%	-13	18	-1%	-8%	-19	11%	-3%[46.1 µM]	3%	-1

Given as a markdown table: entries from further up
| canonical_smiles | Tb PFK block | TSHR antag | Giardia kill | GALK inh | BCR signal inh | hERG WT inh | A-T KAP1 phos | TCR activator | CXXC DNA block | Coupling enz |
| --- | --- | --- | --- | --- | --- | --- | --- | --- | --- | --- |
| CCOc1nc(NC2CCCCC2)nc(NC(C)(C)C)n1 | -4% | -6 | -7 | -2% | ? | 1 | / | -3%[46.1 µM] | -2% | -2 |
| CN(C)S(=O)(=O)c1ccc(NC(=O)COC(=O)c2n[nH]c3ccccc23)cc1 | 1% | -27 | 4 | 0% | ? | -3 | 5% | -9% | -2% | -2 |
| CCOC(=O)CCNC(=O)N1CCCC(C(=O)c2cccc(Cl)c2)C1 (stereo not drawn) | -2% | 10 | 3 | 10% | -13% | 9 | -2% | -7% | 2% | 1 |

(listing goes on)
SMILES	Tb PFK block	TSHR antag	Giardia kill	GALK inh	BCR signal inh	hERG WT inh	A-T KAP1 phos	TCR activator	CXXC DNA block	Coupling enz
Cc1c(C2OC(=O)C3(CCCCC3)C(=O)C2(C)C)c(=O)n(-c2ccccc2)n1C (stereo not drawn)	2%	1	-12	11%	3%	7	6%	3%	4%	0
O=C(C/C=N/OCc1ccc(Cl)cc1Cl)c1ccc(Cl)cc1	-5%	16	-12	2%	-16%	-3	3%	5%	-17%	2
CC(C)c1nc(CNC(=O)CC2C(=O)NCCN2Cc2ccc(F)cc2Cl)cs1 (stereo not drawn)	-5%	-7	-15	6%	1%	11	2%	10%	24%	/
CCSc1nc2ccccc2n1CCOc1ccccc1	-5%	-19	-7	1%	1%	-4	/	2%[46.1 µM]	2%	2
CCOc1ccc(C)cc1S(=O)(=O)NC1CCCCC1	0%	-1	5	0%	1%	-1	-2%	-3%	2%	1
O=C(NC(Cc1c[nH]c2ccccc12)c1nnc2n1CCCCC2)c1ccccc1 (stereo not drawn)	-6%	10	4	1%	-21%	0	0%	/	13%	/
CC1(C)CC2(CC(c3ccccc3F)c3cc(Cl)c(O)cc3O2)NC(=S)N1 (stereo not drawn)	-2%	-3	9	-2%	?	3	-4%	-2%	1%	0
O=C1[C@H](CC[C@H](O)c2ccc(F)cc2)[C@@H](c2ccc(O)cc2)N1c1ccc(F)cc1	5%	-25	/	0%	16%	/	/	/	3%	-2
Cc1cccc(C2c3[nH]c4ccccc4c3CCN2C(=O)c2ocnc2C)n1 (stereo not drawn)	7%	11	-3	1%	2%	-5	-8%	3%	47%[activator]	1
